DT40 TDP1 CPT: DT40-hTDP1 cell growth loss with CPT; chicken DT40 Tdp1-/-;hTDP1 cells + 20 nM CPT, ATP luminescence, 48 h; Potency, µM (series often up to 46.2 µM), inactives show at the top dose activity change, negative = growth inhibition, hits mostly inhibitors; 420,000 tested, 12% active; AID 686979; further: nearly all actives have a fitted effect of over 55% in size
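Chicken DT40 Tdp1-/- cells stably complemented with human TDP1 were seeded at 400 cells/well in medium containing 20 nM camptothecin, exposed to pin-transferred compounds, and grown at 37 °C for at least 48 hr. Viability was read as ATP luminescence.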
KAT2A inh: GCN5L2 (KAT2A) acetyltransferase inhibition; Potency, µM (top dose mostly 58.9 µM), for the others: at the top dose activity change, negative = inhibition, usual class: inhibitors; GCN5L2 HAT assay, ThioGlo1 CoA-SH fluorescence; 390,000 tested, 0.21% active
Target sequence (Q92830 whole entry, looked up): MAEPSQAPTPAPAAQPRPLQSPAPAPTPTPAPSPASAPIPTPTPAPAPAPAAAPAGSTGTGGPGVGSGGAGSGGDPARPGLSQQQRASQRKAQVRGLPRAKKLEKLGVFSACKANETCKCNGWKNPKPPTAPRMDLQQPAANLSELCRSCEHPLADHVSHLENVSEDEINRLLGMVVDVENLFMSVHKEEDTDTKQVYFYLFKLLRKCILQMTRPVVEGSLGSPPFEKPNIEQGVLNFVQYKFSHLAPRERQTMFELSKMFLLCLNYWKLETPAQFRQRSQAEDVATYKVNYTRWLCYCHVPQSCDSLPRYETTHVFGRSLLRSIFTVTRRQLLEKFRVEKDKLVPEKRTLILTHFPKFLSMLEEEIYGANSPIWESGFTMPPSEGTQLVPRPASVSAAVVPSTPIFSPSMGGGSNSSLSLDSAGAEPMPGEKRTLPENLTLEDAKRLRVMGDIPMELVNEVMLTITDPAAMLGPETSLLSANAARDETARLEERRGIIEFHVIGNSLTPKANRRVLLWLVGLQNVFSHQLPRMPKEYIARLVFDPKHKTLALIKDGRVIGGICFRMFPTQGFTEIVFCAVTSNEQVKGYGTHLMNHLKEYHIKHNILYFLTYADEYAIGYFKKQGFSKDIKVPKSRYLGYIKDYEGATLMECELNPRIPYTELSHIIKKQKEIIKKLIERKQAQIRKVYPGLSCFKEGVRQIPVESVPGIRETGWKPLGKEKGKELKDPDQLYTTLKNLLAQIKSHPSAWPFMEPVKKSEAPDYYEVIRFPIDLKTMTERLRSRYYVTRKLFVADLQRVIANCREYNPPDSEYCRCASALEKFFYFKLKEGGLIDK
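GCN5L2 (20nM final) in 50mM HEPES, 0.1mM EDTA pH 7.5, 0.01% Tween-20 was preincubated 15 min at room temperature with compound, then given ThioGlo1 (50uM), H3(1-25) peptide (75uM) and acetyl-CoA (70uM); CoA-thiol fluorescence (Ex340/Em540) was read at 0 and 20 min.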
DT40 TDP1 no CPT: qHTS for Inhibitors of human tyrosyl-DNA phosphodiesterase 1 (TDP1): qHTS in cells in absence of CPT; DT40 Tdp1-/- hTDP1 cells, no CPT, ATP luminescence, 48 h; Potency, µM (doses to about 46.2 µM), for inactives: top-dose activity change, negative = growth inhibition, most hits filed as inhibitors; 420,000 tested, 15% active; AID 686978, 2013; further: nearly all actives have a fitted effect of over 55% in size
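Stably hTDP1-transfected Tdp1-null chicken DT40 cells were treated with library compounds minus camptothecin and grown for at least 48 hr at 37 °C, after which cellular ATP was quantified by luminescence.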
* marks the source's active call; other numbers are inactive results; ? = inconclusive; . = no result given; & = joins results of further samples; [ ] = another dose, or the depositor's remark. The call rests on the fitted dose curve; in most records, active means well fitted curve in the direction sought with a large enough effect; inconclusive means small, poorly fitted or top-dose-only effect, or another doubt; inactive means no such curve, though single readings can be large; an effect the other way counts as inactive or inconclusive. On the % scale 0 is the no-effect control and ±100 the full control effect; potency means the concentration at half of the fitted maximal effect.

Molecule	DT40 TDP1 CPT	KAT2A inh	DT40 TDP1 no CPT
CN(C(=O)c1cccc(NC(=O)Cc2ccc(NC(=O)C3CCCN(C(=O)C4CC4)C3)cc2)c1)C1CC1 (stereo not given)	-11.9%	.	0.1%
O=S(=O)(NCc1csc(-c2ccccc2)n1)c1cccc(F)c1	?	-3.5%	-14.7%
COc1cc(C(=O)N2CCOC23CCN(Cc2ccccc2)CC3)cc(OC)c1OC	-4.8%	.	-18.3%
O=C1c2ccccc2C(=O)N1CN(C(=O)COc1ccccc1)c1ccc(F)cc1	-1.3%	0.0%	-29.4%
CC(C)CCSc1ncnc2c1oc1nc3c(cc12)COC(C)(C)C3	?	-2.7%	?
COc1cc2ccccc2cc1C(=O)Nc1ccc(N2CCOCC2)cc1	-6.2%	-3.9%	?
CCCCOC1CC(c2ccc(OCc3ccc(OC)cc3)c(OC)c2)N(C)O1 (stereo not given)	?	-9.3%	?
CSc1nnc2n(C)c3c(c(=O)n12)C1(CCCC1)Cc1ccccc1-3	?	-10.6%	25.9µM*
CCOC(=O)c1ccc(NC(=S)N2CCN(c3ccccn3)CC2)cc1	1.6%	-2.5%	-3.2%
C=C(C1=CCN(S(=O)(=O)C(C)(C)C)[C@H]1CCO)c1ccccc1	?	.	16.4µM*
N=C1/C(=C\c2ccc(Br)o2)C(=O)N=C2SC(CC(=O)N3CCOCC3)=NN12	-9.8%	-19.8%	9.4%
COc1cc2cc(C(c3nnnn3C3CCCCC3)N(C)C3CCCCC3)c(=O)[nH]c2cc1OC (stereo not given)	23.1µM*	-14.3%	?
Cc1cc(C)n(-c2ccc(Cl)c(C(=O)OCC(N)=O)n2)n1	-23.9%	-2.0%	-18.1%
CCOc1ccc(Cc2c(Cl)nc(SC)nc2OC)cc1	-7.6%	-11.6%	-12.9%
CN(C(=O)C1CCOC1)c1nnc(-c2cnccn2)s1 (stereo not given)	-0.8%	-0.8%	-10.1%
NCCCNC(=O)c1ccc(/C=N/O)nc1	33.3%[activator]	0.4%	-3.4%
Cc1ccc(NC(=O)CCCN2C(=O)NC(C)(C)C2=O)cc1	-3.0%	-10.7%	-5.0%
Cn1c(SCC(=O)c2ccc3c(c2)Cc2ccccc2-3)nnc1-c1cccc(N)c1	?	-15.9%	?
Cc1ccc(NC(=O)CCc2c(C)nn(-c3ccc(N4CCOCC4)nn3)c2C)c(C)c1	-7.2%&4.8%	-6.1%&-6.7%	-6.6%&-19.8%
c1ccc2oc(-c3[nH]ncc3CN3CCC(N4CCSCC4)CC3)cc2c1	-33.9%	16.3%	-5.9%
Cc1csc(NC(=O)CCc2ccc(S(=O)(=O)N3CCOCC3)cc2)n1	-28.9%	-4.1%	-27.7%
CCOC(=O)N1CCN(C(=S)Nc2cccc(C)c2)CC1	-5.6%	-3.1%	7.0%
CC(=O)Nc1csc2ccccc12	0.5%	-6.1%	-25.0%
O=C(NCc1ccc(Cl)cc1Cl)c1ccccn1	-8.5%	-24.1%	-14.3%
Cc1cccc(C(=O)OCC(=O)c2csc(N3CCCCC3)n2)c1[N+](=O)[O-]	?	-26.3%	?
CCCCOc1ccc(C(=O)NCC(=O)N(C)CC(=O)Nc2ccc(N3CCOCC3)cc2)cc1	?	0.9%	?
CC1(C)CC(=O)CC(C2(O)C(=O)N(Cc3ccccc3)c3ccccc32)O1 (stereo not given)	2.59µM*	8.1%	1.84µM*
COc1ccc(-c2c(C)n([O-])c(C)c(-c3ccccc3)[n+]2=O)cc1OC	7.6%	0.2%	0.1%
CCOC(=O)c1ccc(NC(=O)Cn2nc(C)c3ccccc3c2=O)cc1	-2.2%	1.3%	10.9%
CCOC(=O)c1c(NC(=O)C2CCCN2S(=O)(=O)c2cccc3nsnc23)sc(C)c1C (stereo not given)	?	.	?
COc1ccccc1NS(=O)(=O)CC12CCC(CC1=O)C2(C)C (stereo not given)	-4.4%	-3.1%	-12.8%
CCOc1ccc(C2CC(=O)c3c([nH]c(C(=O)OC4CCCCCC4)c3C)C2)cc1 (stereo not given)	?	1.3%	?
COc1ccc(Cc2c(-c3cccc(Br)c3)nc3cc(C)c(Br)c(C)n23)c(C)c1	-25.0%	.	-29.2%
O=C(CN1CCN(Cc2ccc(Cl)cc2)C1=O)NCc1cccs1	8.4%	-3.7%	-9.3%
Nc1cc(=O)nc(SCC(=O)N2CCN(c3ccccc3)CC2)n1-c1ccccc1	-8.7%	4.0%	-1.0%
COc1ccc(S(=O)(=O)N2CCC(C(=O)N[C@@H](C)C(=O)NCc3cccc(OC)c3)CC2)cc1	0.9%	1.2%	5.2%
O=C1c2ccccc2C(=O)N1c1nccs1	-2.5%	.	-13.2%
COC(=O)c1cccc(N(C(=O)CNC(=O)c2cccs2)C(C(=O)NCC2CCCO2)c2ccc(OC)c(OC)c2)c1 (stereo not given)	1.6%	-5.9%	-19.2%
Cc1ccc(S(=O)(=O)N2CCOCC2)cc1C(=O)N1CCCC1	-0.8%	-5.2%	2.4%
Cc1cc(C)c(Cn2c(C)c(CNCc3ccccc3C)c(C(=O)O)c2C)c(C)c1	?	-1.7%	?
CC(C)CCN1CC(O)=C(c2nc(-c3ccc(Cl)cc3)cs2)C1=N	-23.6%	-2.6%	?
N#Cc1ccc(NC(=O)c2ccc3c(c2)nnn3C2CCCC2)cc1	-15.7%	-1.1%	-10.3%
CCCSc1ncnc2c1c(-c1ccccc1)cn2-c1ccccc1OC	?	-15.5%	20.6µM*
CN1/C(=C\C=[N+](C)c2ccccc2)C(C)(C)c2ccccc21	1.16µM*	-15.6%	1.3µM*
O=C(N/N=C/c1ccccn1)c1ccncc1	1.6%	-3.0%	10.6%
Cc1cc(O)c(C=Nc2ccc(N3CCOCC3)cc2)c(C)c1Cl	24.5%	-5.6%	?
C=CCn1c(SCC(=O)Nc2ccc(OC)cc2)nc2ccccc2c1=O	-4.2%	1.2%	?
CCOCCCNC(=O)C1CCN(c2nc3ccc(Cl)cc3[nH]2)CC1	-19.3%	-0.9%	-10.1%
O=c1c(O[C@@H]2O[C@H](CO)[C@@H](O)[C@H](O)[C@H]2O)c(-c2ccc(O)cc2)oc2cc(O)cc(O)c12	-16.7%	-2.4%&-23.0%	5.3%
COc1ccc(CCNc2c(C)c(C)nc3ncnn23)cc1	2.31µM*	-7.0%	2.59µM*

More results.
Molecule	DT40 TDP1 CPT	KAT2A inh	DT40 TDP1 no CPT
COc1cccc(NC(=O)Nc2cc(Cl)ccc2C)c1	?	11.3%	?
COc1ccc(S(=O)(=O)N/N=C(/C)c2ccc(Cl)cc2)cc1	7.5%	-0.9%	-0.6%
Cc1ccc(C(=O)N(Nc2nc3ccccc3s2)C(=O)c2ccc(C)cc2)cc1	-20.4%	-4.8%	?
Cc1ccccc1-c1nc(CS(=O)(=O)CC(=O)NCC(C)c2ccccc2)c(C)o1 (stereo not given)	?	-12.6%	16.4µM*
O=C(Cc1ccc(Br)cc1)N1CCCC1	-2.7%	0.0%	-1.5%
CCCCNCCOCCOc1ccc(Cl)cc1Br	20.6µM*	-1.5%	32.6µM*
CCOC(=O)c1c(NC(=O)CN2C(=O)C(=O)N(C(C)C)C2=O)sc(C)c1CC	?	-8.3%	?
O=c1c2ccc(Cl)cc2nc(-c2ccc([N+](=O)[O-])cc2)n1O	8.2µM*	-6.2%	8.2µM*
COc1ccccc1NC(=S)NC1CCCCCC1	?	2.3%	18.4µM*
CCOC(=O)c1c(NC(=O)CSc2nncn2C)sc(C)c1C	-2.9%	-9.6%	0.5%
Cc1ccc(NCCN(C)C)c2c(=O)c3cc(O)ccc3sc12	0.146µM*	.	0.184µM*
CCc1ccc(NC(=O)c2cc(-c3ccc4c(c3)OCO4)on2)cc1	-21.1%	-5.8%	-10.4%
COc1cc2c(cc1OC)CN(C(=O)Cc1ccccc1)CC2	12.9%	-20.6%	-20.4%
Nc1nnnn1/N=C/c1cc(Cl)cc(Cl)c1OCc1ccc(Cl)cc1Cl	?	-12.1%[0.501 µM]	-25.6%
Cc1cccc(C)c1NC(=O)C1(C)CCC(=O)N1CCOc1ccccc1 (stereo not given)	-11.3%	.	-0.5%
COC(=O)c1ccc(Cn2nc(C)cc2C)cc1	-11.3%	-6.3%	-7.1%
Cn1ncc2c(NNC(=O)c3ccc(O)cc3)ncnc21	-3.5%	-13.1%	1.6%
COc1cc(-c2nc(CN3CCN(c4ncccn4)CC3)c(C)o2)ccc1F	6.4%	-0.1%	-5.9%
CN1C[C@@H]2[C@@H]3C(=O)N(C)C(=O)[C@@H]3[C@](Cc3ccccc3)(C1=O)N2C(=O)c1ccc(Cl)cc1	-1.0%	.	-4.6%
COc1ccc(Br)c2oc(S)cc(=O)c12	?	-10.2%	-15.1%
COc1ccc(NC(=O)CSc2nnc(-c3cccnc3)n2C)cc1	-0.4%	0.2%	1.7%
Fc1ccc(Nc2ncnc3sc4c(c23)CCC4)cc1F	-3.5%	-5.3%	-1.5%
Cc1cc(C)cc(OCC(=O)NC(C)c2ccccc2)c1 (stereo not given)	-1.1%	-2.2%	-23.8%
Cc1ccc(S(=O)(=O)N2CCCCC2)cc1NC(=O)COC(=O)c1ccc2c(c1)OCO2	-1.6%	-6.0%	-1.9%
O=C(Nc1cccnc1)C1Cc2c(-c3ccc4c(c3)OCO4)ccnc2O1 (stereo not given)	20.6µM*	.	1.03µM*
CCOC(=O)c1ccccc1NC(=O)COC(=O)c1cc([N+](=O)[O-])ccc1N1CCOCC1	?	-24.5%	6.51µM*

High-throughput results from PubChem.
